Screens as filed in PubChem.
GSH bead fluor = GSH bead compound fluorescence profile; fluorescence (KMESF) at 10 µM; GSH beads flow cytometry, compound fluorescence 488/530 nm; active compounds read high; AID 1776; 190,000 compounds, 0.25% hits; in the data active = fluorescence above about 89;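 note: glutathione beads carrying GST-tagged Bcl family fusion proteins plus one bare bead set; values are compound well signal with DMSO vehicle wells as background; inactives centre near 16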
Bcl-XL Bim block = inhibitors of Bim-Bcl-XL interaction, human; Bim peptide-Bcl-XL binding, bead flow cytometry, fluorescence; Q07817; inhibition, % at 10 µM; AID 1007; 190,000 compounds, 0.04% hits
Target sequence (Q07817 whole entry, looked up): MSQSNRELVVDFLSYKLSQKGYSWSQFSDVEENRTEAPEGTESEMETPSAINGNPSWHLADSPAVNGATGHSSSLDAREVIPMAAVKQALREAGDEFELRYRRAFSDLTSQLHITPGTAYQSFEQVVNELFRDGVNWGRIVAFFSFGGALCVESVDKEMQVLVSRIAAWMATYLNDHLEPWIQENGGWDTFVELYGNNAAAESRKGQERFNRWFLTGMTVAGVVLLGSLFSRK
RGS4-Gao reg = human RGS4-Galphao interaction regulation. P09471. Multiplexed bead flow cytometry, RGS4-Galphao binding; actives lie on both sides. binding response (% of control), % at 10 µM. 220,000 compounds, 0.33% hits. AID 1415; in the data active = binding response below about 49% or above about 150%; inactive = in between;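 note: fluorescent Galphao activated with aluminum fluoride binding bead-coupled RGS4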
RGS7-Gao = regulators of human RGS7-Galphao interaction | Multiplexed bead flow cytometry, RGS7-Galphao binding; actives lie on both sides | binding response (% of control), % at 10 µM | 220,000 compounds, 0.35% hits | AID 1439; in the data active = binding response below about 49% or above about 150%; inconclusive = no clear call, values can overlap the other calls; inactive = in between;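 note: fluorescent Galphao held in activated GDP-AlF4 state binding bead-coupled RGS7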
Bfl-1 Bim block = inhibitors of Bim-Bfl-1 interaction, human | Bead-based flow cytometry, Bim-Bfl-1 binding inhibition | Q16548 | 190,000 compounds, 0.12% hits | inhibition, % at 10 µM | AID 1008;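 note: 0% = wells without compound plus tracer and 100% = blocker peptide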
Bim-Bcl-2 = inhibitors of Bim-Bcl-2 interaction, human; P10415; Bead-based flow cytometry, Bim peptide-Bcl-2 binding; 190,000 compounds, 0.06% hits; inhibition, % at 10 µM; in the data active = inhibition above about 40%; inconclusive = no clear call, values can overlap the other calls;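 note: 0% = no compound wells with probe peptide and 100% = reference peptide inhibitor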
Target sequence (P10415 whole entry, looked up): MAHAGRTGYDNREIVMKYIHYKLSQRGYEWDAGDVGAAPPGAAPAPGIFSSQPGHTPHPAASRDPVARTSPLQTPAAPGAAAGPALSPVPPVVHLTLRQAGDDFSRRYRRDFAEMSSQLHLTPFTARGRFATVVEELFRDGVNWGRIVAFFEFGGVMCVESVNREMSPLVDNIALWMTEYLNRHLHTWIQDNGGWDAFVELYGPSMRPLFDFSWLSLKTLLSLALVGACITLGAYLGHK
RGS8-Gao reg = regulators of human RGS8-Galphao interaction; P09471; multiplexed bead flow cytometry, RGS8-Galphao binding; actives lie on both sides; response (percent of control binding), % at 10 µM; 220,000 compounds, 0.34% hits; in the data active = response below about 60% or above about 140%; inactive = in between;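 note: Galphao activated as the GDP aluminium fluoride complex binding bead-coupled RGS8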
Bim-Mcl-1 = inhibitors of Bim-Mcl-1 interaction, human. Bead-based flow cytometry, Bim peptide-Mcl-1 binding. inhibition, % at 10 µM. 190,000 compounds, 0.1% hits. AID 1009;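 note: 0% = no compound tracer wells and 100% = peptide blocker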
Target sequence (Q07820 whole entry, looked up): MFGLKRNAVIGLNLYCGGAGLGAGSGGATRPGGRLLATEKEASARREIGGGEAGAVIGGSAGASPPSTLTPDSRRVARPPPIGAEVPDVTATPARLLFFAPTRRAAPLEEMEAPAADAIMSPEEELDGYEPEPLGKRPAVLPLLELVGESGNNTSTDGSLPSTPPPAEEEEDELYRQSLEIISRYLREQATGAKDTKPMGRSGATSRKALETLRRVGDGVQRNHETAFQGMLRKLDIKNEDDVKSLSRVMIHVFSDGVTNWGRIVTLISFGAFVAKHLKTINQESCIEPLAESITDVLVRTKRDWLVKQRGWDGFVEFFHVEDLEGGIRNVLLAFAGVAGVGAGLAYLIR
Bim-Bcl-W = inhibitors of Bim-Bcl-W interaction, human | 190,000 compounds, 0.02% hits | inhibition, % at 10 µM | Q92843 | bead-based flow cytometry, Bim peptide-Bcl-W binding | AID 952;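 note: 0% = bound tracer without compound and 100% = peptide blocker; higher means less fluorescent Bim peptide bound to Bcl-W beads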
Target sequence (Q92843 whole entry, looked up): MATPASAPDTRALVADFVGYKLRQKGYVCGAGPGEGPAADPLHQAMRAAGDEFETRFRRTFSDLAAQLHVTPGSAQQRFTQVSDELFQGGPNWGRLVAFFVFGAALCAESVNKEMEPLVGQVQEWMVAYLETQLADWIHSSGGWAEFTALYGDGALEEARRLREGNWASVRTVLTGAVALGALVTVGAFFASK
Mcl1-Bid inh = disrupts binding of human Mcl-1 to Bid peptide | 220,000 compounds, 0.97% hits | inhibition, % at 21.7 µM | TR-FRET Mcl-1/Bid-Dy647 peptide binding, 1536-well | Q07820 | AID 1021;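 active = compounds that cut the binding signal by more than half at the single screening dose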;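 note: His-tagged Mcl-1 with europium anti-His antibody binding Bid BH3 peptide; 0% = Mcl-1 plus peptide wells and 100% = peptide-only wells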
Bim-Bcl-B = human Bim-Bcl-B interaction inhibition; bead-based flow cytometry, Bim peptide-Bcl-B binding; inhibition, % at 10 µM; 190,000 compounds, 0.073% hits; AID 951;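 note: 0% = tracer peptide without compound and 100% = reference inhibitor peptide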
An asterisk follows results filed as active; ? = inconclusive; . = no result given. Cut-off read from the data, not from the text of the source, unless noted: active = inhibition above about 40%.

SMILES	GSH bead fluor	Bcl-XL Bim block	RGS4-Gao reg	RGS7-Gao	Bfl-1 Bim block	Bim-Bcl-2	RGS8-Gao reg	Bim-Mcl-1	Bim-Bcl-W	Mcl1-Bid inh	Bim-Bcl-B
CCOC(=O)c1c(N=CN(C)C)c(C#N)c2n1CCCC2	10	1	108	111	9	2	126	-4	0	-24	1
COc1ccc(NC(=O)CC2C(=O)N(C)C(=S)N2Cc2ccc3c(c2)OCO3)cc1 (stereo not drawn)	17	-17	93	94	-5	-4	95	-21	-10	-9	-14
CCCC[C@@H]1C[C@H]1[C@@H](NC(=O)c1ccccc1)c1ccccc1C(F)(F)F	18	-3	101	102	1	-1	98	1	0	8	-4
O=C(CCCSc1nc2ccccc2s1)Nc1nccs1	5	-6	97	96	-4	0	94	-4	-4	-4	-3
Cc1ccc(-c2nnc(COc3cccc(-n4cnnn4)c3)o2)cc1	61	9	107	109	-8	-10	106	3	1	4	-6
CN1CCN(CC(=O)C23CC4CC(CC(C4)C2)C3)CC1	8	-3	109	100	-2	-1	99	-5	-5	19	-4
Cc1c(Cl)cccc1NC(=S)N1CCN(Cc2ccccc2)CC1	17	-2	107	110	1	-5	126	-3	0	-25	-8
O=C(O)c1ccc(COc2ccccc2/C=C2\NC(=O)N(Cc3ccc(F)cc3)C2=O)cc1	12	0	103	?	-3	-2	102	0	0	-14	0
C=CCn1c(SCC(C)=O)nnc1-c1cc(-c2ccccc2)sc1N	17	-5	101	105	3	-9	101	-3	-2	-18	-5
COc1cccc(-c2nnc3sc(-c4ccco4)nn23)c1	10	-3	100	100	-10	-6	99	0	1	-11	-6
CS(=O)(=O)Nc1ccc(S(=O)(=O)N2CCOCC2)cc1	16	-2	100	100	-2	-1	97	-4	-1	2	-2
CCOC(=O)/C(N=Nc1c(C)n(C)n(-c2ccccc2)c1=O)=C(\C)O	10	-8	101	100	-1	-1	100	-3	-7	-38	-8
COc1cccc(C(=O)C2=NN(C(C)=O)CC2c2ccco2)c1 (stereo not drawn)	.	0	96	100	-2	0	100	0	-3	-32	-6
Cc1ccc(C2C(C#N)=C(N)Oc3nc(-c4ccccc4)[nH]c32)o1 (stereo not drawn)	12	-3	93	101	0	0	103	-1	-1	-150	-2
CCOC(=O)c1sc(NC(=O)c2ccc(CC)s2)nc1C	38	-11	102	100	-11	-6	103	0	2	7	-7
Cc1sc(N/N=C/c2cc([N+](=O)[O-])ccc2O)nc1-c1ccccc1	15	-1	97	99	-3	0	99	-2	0	-2	-8
CCNc1cc(S(=O)(=O)C(F)(F)F)ccc1N	12	-4	99	99	0	-5	86	-1	-3	-93	-6
CCc1nnc(NC(=O)c2ccc(-c3cccc(C(F)(F)F)c3)o2)s1	52	-3	94	97	-4	-1	100	0	-2	2	0
COc1cccc(NC(=O)CN2CCSc3ccccc32)c1	12	-3	120	117	-1	-1	115	0	-2	-84	-9
C#CCOC(=O)Nc1ccc(=O)n(Cc2c(Cl)cccc2Cl)c1	31	-8	101	102	-13	-10	105	-4	-6	10	-10
O=C(CCN1C(=O)/C(=C/c2cccc(Br)c2)SC1=S)Nc1cccnc1	9	-4	102	101	-5	-1	106	-1	-2	-18	-3
COC(=O)c1nc2ccc(C)cn2c1F	23	0	98	98	-10	-7	97	0	0	-24	-5
COC(=O)c1ccc2c(=O)n(CC3CCCO3)c(SCC(=O)Nc3ccccc3OC)nc2c1 (stereo not drawn)	14	1	93	89	0	0	96	-2	1	-26	0
CCOC(=O)c1csc(-n2nc(C)cc2C(F)(F)F)n1	16	-3	99	?	-2	-3	100	-3	0	-2	-11
N#Cc1cc2cc3c(cc2nc1N1CCCCC1)OCCO3	23	-3	101	100	-11	-10	102	0	1	-7	-10
Clc1ccc(Cc2noc(CN3CCN(c4ccccc4)CC3)n2)c(Cl)c1	16	2	101	93	1	0	98	1	2	-41	0
CC(=O)N1CCn2c3c(c4cc(C)ccc42)CCCC31 (stereo not drawn)	13	-1	98	98	-3	0	99	0	0	-28	-2
CCOc1ccc(NC(=O)CCC(=O)n2nc(C)cc2C)cc1	20	-2	102	100	-9	-5	101	-2	2	-17	-4
CN(Cc1nnc(SCC(=O)NCCc2ccccc2)n1C)S(=O)(=O)c1ccccc1	33	-4	99	99	-2	-3	90	-2	-1	1	0
Cc1ccc(CN2CCN(/N=C/c3ccc(C(=O)O)cc3)CC2)c(C)c1	15	0	93	96	-3	-1	95	2	0	-18	-2

Structural class, the compounds so far containing an aryl methoxy group.
SMILES	GSH bead fluor	Bcl-XL Bim block	RGS4-Gao reg	RGS7-Gao	Bfl-1 Bim block	Bim-Bcl-2	RGS8-Gao reg	Bim-Mcl-1	Bim-Bcl-W	Mcl1-Bid inh	Bim-Bcl-B
COc1ccc(NC(=O)CC2C(=O)N(C)C(=S)N2Cc2ccc3c(c2)OCO3)cc1 (stereo not drawn)	17	-17	93	94	-5	-4	95	-21	-10	-9	-14
COc1cccc(-c2nnc3sc(-c4ccco4)nn23)c1	10	-3	100	100	-10	-6	99	0	1	-11	-6
COc1cccc(C(=O)C2=NN(C(C)=O)CC2c2ccco2)c1 (stereo not drawn)	.	0	96	100	-2	0	100	0	-3	-32	-6
COc1cccc(NC(=O)CN2CCSc3ccccc32)c1	12	-3	120	117	-1	-1	115	0	-2	-84	-9
COC(=O)c1ccc2c(=O)n(CC3CCCO3)c(SCC(=O)Nc3ccccc3OC)nc2c1 (stereo not drawn)	14	1	93	89	0	0	96	-2	1	-26	0

Additional entries.
SMILES	GSH bead fluor	Bcl-XL Bim block	RGS4-Gao reg	RGS7-Gao	Bfl-1 Bim block	Bim-Bcl-2	RGS8-Gao reg	Bim-Mcl-1	Bim-Bcl-W	Mcl1-Bid inh	Bim-Bcl-B
CCOc1cccc(C2C(C(=O)c3cccs3)=C(O)C(=O)N2Cc2cccnc2)c1 (stereo not drawn)	12	1	99	99	-7	-1	102	0	0	-36	-1
CC1(C)CC2CC(C)(CN2C(=O)COC(=O)Cn2[nH]c(=O)c3ccccc3c2=O)C1 (stereo not drawn)	30	5	101	100	-2	1	97	0	0	-10	0
COc1ccc(N2CCN(C(=O)C3CC(O)CN3S(=O)(=O)c3ccc([N+](=O)[O-])cc3)CC2)cc1 (stereo not drawn)	5	-5	102	100	0	1	102	-4	-1	-68	-7
COc1cc(/C=C/C(=O)OCC(=O)N2CCCCCC2)ccc1OCC#N	12	-2	92	92	-3	-3	94	0	-1	-10	-2
CCn1c(SCC(=O)Nc2ccc3c(c2)OCO3)nc2ccccc21	21	8	108	106	4	19	104	3	2	-15	1
CCC(=O)N1CCc2cc(S(=O)(=O)CCC(=O)Nc3ccc(C)cn3)ccc21	20	7	92	90	6	7	78	-2	11	-7	0
COc1ccc(CCNC(=S)NC2CCN(Cc3ccccc3)CC2)cc1	14	-6	104	110	-2	-6	102	-2	-2	-28	-17
O=C(O)CCc1nc(-c2ccc(Cl)cc2)no1	32	-10	99	100	-21	-10	99	-6	-6	-39	-11
CC(=O)OC[C@H]1O[C@H](C/C=N/O[C@@H](C)c2cn([C@H](CO)Cc3ccccc3)nn2)C=C[C@@H]1OC(C)=O	17	-4	97	100	-3	-1	102	-3	-6	-8	-5
Cc1nn(CCC(N)=S)c2nc(-c3cccs3)cc(C(F)(F)F)c12	9	-9	98	125	2	-6	91	-15	-4	-3	-46
O=C(c1ccc(Br)o1)N1CCN(c2ccccc2F)CC1	26	-2	99	97	0	-1	102	-2	-2	-18	-2
CCC(C)NS(=O)(=O)c1ccc(NC(=O)c2cccs2)cc1 (stereo not drawn)	21	0	110	111	-8	-5	111	0	0	-23	-5
COc1ccccc1N1CCN(S(=O)(=O)c2ccc(F)cc2)CC1	20	3	104	100	1	-2	99	2	0	-17	2
Cc1[nH]c2ccccc2c1/C=N\NC(=O)Cn1nnc(-c2ccccc2)n1	19	-6	102	102	-12	-7	100	-2	-6	65*	-5
COc1ccccc1CN1C[C@@H]2C[C@@H](c3ccc(C)cc3)N3CCC[C@@]23C1=O	11	-5	101	103	-6	-3	100	0	-3	-17	-5
CC(=O)c1ccc(OC(=O)c2cc3ccccc3oc2=O)cc1	5	13	100	73	-2	7	100	7	7	7	4
CC(C)S(=O)(=O)CC(=O)c1ccc(Cl)cc1	11	0	101	?	-8	-3	102	-1	-2	-10	-2
Cc1ccc(C2OCC3(CO)COC(c4ccc(C)cc4)N23)cc1 (stereo not drawn)	4	-2	108	104	3	0	133	-5	-1	-15	-1
CCNC(=O)CN1C(=O)NC2(CCCc3cc(OC)ccc32)C1=O (stereo not drawn)	19	0	92	93	-1	0	96	-2	0	-9	2
CC(=O)c1ccc(N2CCCC2)c(F)c1	10	-3	95	98	-1	0	100	-2	0	-55	-5
Cc1ccc(-c2noc(C3CCCN(S(=O)(=O)c4ccc5ccccc5c4)C3)n2)o1 (stereo not drawn)	14	4	92	97	2	0	91	3	1	0	2
Cc1c(Br)cc(C(=O)O)c(C)c1C	60	3	103	101	4	4	100	0	2	12	0
CSc1nncc(-c2ccccc2)n1	10	0	102	99	-5	1	102	0	0	-9	0
CN(C)/C=C(\C=O)c1ccc(Cl)cc1Cl	20	-1	96	95	-2	-2	97	0	-1	-24	-6
Cc1occc1C(=O)NNC(=O)C1CCCCC1	6	-4	106	110	5	1	105	-8	0	-30	0
CN(C)CCCN(C(=O)c1cccs1)c1nc2cc3c(cc2s1)OCO3	11	0	97	98	-1	0	98	4	0	-6	-1
O=C1CCCN1CCC1CCN(C(=S)Nc2ccc(F)cc2)CC1	34	-9	100	98	-14	-10	100	-4	-1	-22	-8
Cc1ccc(NC(=O)C(=O)NCc2ccc(/C=C(/C#N)C(=O)NCc3cccnc3)o2)cc1C	15	-3	97	96	-8	-4	101	-1	-3	95*	-7
CN1CCN(c2nc3c(c(=O)[nH]c(=O)n3C)n2CCCSc2ncccn2)CC1	23	-10	101	102	-21	-7	100	-8	-1	-8	-7
CCC(NC(=O)NCc1ccc2c(c1)OCO2)(C(F)(F)F)C(F)(F)F	12	-4	101	100	-12	-11	100	-1	1	-36	-7
COC(=O)C(C)N1C(=O)S/C(=C/c2cc(C)n(-c3ccccn3)c2C)C1=O (stereo not drawn)	267*	-36	104	101	-14	-6	104	-8	-1	-78	-3
Cc1cc(C(F)(F)F)nn1CCCNC(=O)c1cnccn1	10	0	102	98	0	0	100	0	0	3	0
CCCn1c(NCc2cc(OC)ccc2OC)nc2ccccc21	13	0	107	104	-1	-4	100	1	1	-39	0
Cc1cc2nc(C(F)(F)F)cc(-c3cccs3)n2n1	13	-2	103	?	-3	-3	103	-2	0	-10	-3
O=C(CN1C(=O)C2C3C=CC(C4CC34)C2C1=O)Nc1cccc2ncccc12 (stereo not drawn)	18	2	100	94	-5	-2	103	0	0	-29	-1
Cc1ccc(Cl)cc1NC(=O)CCCN1C(=O)c2cccnc2C1=O	14	0	102	?	-4	-6	101	0	1	-10	-1
Cc1cc(-c2ccccc2)nc2cc(C(=O)N(Cc3ccccc3)Cc3ccccc3)nn12	29	-1	97	97	1	-1	100	0	0	-26	-1
O=C(O)C1CCCCC1C(=O)NCc1ccccc1 (stereo not drawn)	30	-7	97	97	-20	-9	98	-1	-2	-39	-10
Cc1ccc(N(C)C(=O)N2CCN(S(=O)(=O)c3c(C)cc(C)cc3C)CC2)cc1	8	-1	100	103	-2	-1	101	0	-2	6	-2
CN1C(=O)/C(=C/c2cc(C(C)(C)C)c(O)c(C(C)(C)C)c2)NC1=S	11	0	96	96	-1	0	96	0	-1	-41	0
